Compound activity (PubChem BioAssay)
GLA spleen mod: qHTS Assay for Inhibitors and Activators of Human alpha-Galactosidase From Spleen Homogenate. Alpha-galactosidase A (Homo sapiens), P06280. actives 0.008% (n = 240,000). human spleen homogenate, 4MU-alpha-Gal fluorescence, 40 min. AID 2107, 2009. Potency, µM (doses to about 80 µM), for inactives: top-dose activity change, negative = inhibition, hits mostly inhibitors;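 also: 0% = enzyme with vehicle and -100% = no enzyme basal signal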
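Inhibition or activation of alpha-galactosidase in human spleen homogenate is scored by 4-MU fluorescence after 40 min at 37C, pH 5.0, with 1 mM substrate. AC50s come from concentration-response fitted to the Hill equation.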
GAA spleen mod: qHTS Assay for Inhibitors and Activators of Human alpha-Glucosidase From Spleen Homogenate; Potency, µM (doses to about 79.9 µM), inactives show at the highest dose activity change, negative = inhibition, usual class: inhibitors; Lysosomal alpha-glucosidase (Homo sapiens), P10253; human spleen homogenate, 4-MU-alpha-glucoside fluorescence; actives 0.006% (n = 240,000);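 also: 0% = enzyme with vehicle and -100% = no enzyme basal signal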
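Enzyme source: human spleen homogenate, 1 ug/well. Buffer 50 mM citric acid/K phosphate pH 5.0, 0.01% Tween-20. 4-MU-alpha-glucoside 1 mM; 37 C x 40 min; NaOH/glycine stop; fluorescence.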
Tau fluor cs: Counterscreen qHTS for Inhibitors of Tau Fibril Formation, Fluorescence Polarization; tau K18 P301L (four-repeat tau fragment) Alexa594 fluorescence, heparin fibrillization; Potency, µM (titrated, usually from 57.7 µM), without a hit: top-dose activity change, negative = decrease; actives 0.93% (n = 280,000); also: % is scaled to controls: 0 for no effect and ±100 for the full control effect; nearly all actives have a fitted effect of over 55% in size
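Human K18 P301L tau (15 uM unlabeled plus 0.24 uM Alexa 594-labeled, final) in 100 mM sodium acetate pH 7 was mixed with compound and 20 uM heparin and incubated 6 hr at 37 C.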
GAA glycogen mod: qHTS Assay for Inhibitors and Activators of Human alpha-Glucosidase Cleavage of Glycogen | Lysosomal alpha-glucosidase (Homo sapiens), P10253 | recombinant GAA, glycogen substrate, Amplex Red glucose oxidase fluorescence | Potency, µM (titrated, usually from 76.4 µM), inactives show at the highest dose activity change, negative = inhibition, usual class: inhibitors | actives 0.38% (n = 300,000) | AID 2100, 2009;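 also: 0% = full enzyme reaction and -100% = no-enzyme basal signal; the screen sought inhibitors and activators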
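Natural-substrate format: glycogen cleavage by 4 nM human enzyme, glucose read by Amplex Red coupling (Ex 573, Em 610 nm). Normalized to enzyme and no-enzyme controls.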
NPSR antag: qHTS Assay for Antagonists of the Neuropeptide S Receptor: cAMP Signal Transduction; actives 1% (n = 220,000); Potency, µM (series often up to 38.3 µM), without a hit: at the highest dose activity change, negative = inhibition, most hits filed as inhibitors; CHO-NPSR cells, cAMP TR-FRET, antagonist mode; also: % is scaled to controls: 0 for no effect and ±100 for the full control effect; nearly all actives have a fitted effect of over 50% in size; many of its hits are not listed in these tables
Target sequence (Q6W5P4 whole entry, looked up): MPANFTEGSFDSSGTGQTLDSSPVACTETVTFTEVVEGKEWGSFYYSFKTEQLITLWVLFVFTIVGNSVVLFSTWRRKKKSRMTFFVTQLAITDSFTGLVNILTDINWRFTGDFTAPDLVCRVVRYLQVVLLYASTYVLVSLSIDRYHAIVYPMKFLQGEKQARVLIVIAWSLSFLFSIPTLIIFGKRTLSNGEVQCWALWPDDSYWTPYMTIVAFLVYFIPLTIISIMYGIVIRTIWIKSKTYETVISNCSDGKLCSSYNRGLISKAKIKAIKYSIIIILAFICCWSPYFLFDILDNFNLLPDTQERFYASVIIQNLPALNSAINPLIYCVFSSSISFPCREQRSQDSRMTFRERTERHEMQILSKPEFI
GAA inh: qHTS Assay for Inhibitors of Human alpha-Glucosidase as a Potential Chaperone Treatment of Pompe Disease | purified human GAA, 4-MU-alpha-glucoside fluorescence | AID 1466, 2008 | Potency, µM (top dose mostly 76.9 µM), without a hit: top-dose activity change, negative = inhibition, actives largely listed as inhibitors | actives 0.005% (n = 200,000);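 also: plate controls were uninhibited enzyme wells for no effect and no-enzyme background for full effect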
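Endpoint fluorogenic read: 20 min room-temperature reaction of 4 nM human alpha-glucosidase with 400 uM 4-methylumbelliferyl-alpha-D-pyranoside, pH 5.0, quenched with 1M NaOH/1M glycine pH 10. AC50 from Hill modeling.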
Epigenetic reg: Quantitative High-Throughput Screen for Regulators of Epigenetic Control; AID 1865, 2009; actives 0.2% (n = 280,000); Potency, µM (highest dose often 53.9 µM), for the others: at the highest dose GFP activation, most hits filed as activators; murine LDR cells, GFP reporter derepression, 30 h; also: % of control where 0% means no effect; nearly all actives have a fitted effect of over 60% in size
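Derepression of a silenced CMV-GFP reporter in murine LDR cells is scored by enumerating GFP-positive cells with a laser-scanning microplate cytometer after 30 hours of treatment at 37 C.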
ALDH1A1 inh: qHTS Assay for Inhibitors of Aldehyde Dehydrogenase 1 (ALDH1A1) | Purified ALDH1A1, NADH fluorescence, propionaldehyde substrate | Potency, µM (top dose mostly 75.3 µM), without a hit: at the top dose activity, negative = inhibition, most hits filed as inhibitors | actives 7.3% (n = 220,000) | AID 1030, 2008; active = well fitted inhibition curve with a large enough effect, not every such curve was filed as active; inconclusive = small, poorly fitted or top-dose-only effect, or another doubt; inactive = no such curve, though single readings can be large or run the other way;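 also: plate controls were no enzyme wells and a reference inhibitor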
Target sequence (P00352 whole entry, looked up): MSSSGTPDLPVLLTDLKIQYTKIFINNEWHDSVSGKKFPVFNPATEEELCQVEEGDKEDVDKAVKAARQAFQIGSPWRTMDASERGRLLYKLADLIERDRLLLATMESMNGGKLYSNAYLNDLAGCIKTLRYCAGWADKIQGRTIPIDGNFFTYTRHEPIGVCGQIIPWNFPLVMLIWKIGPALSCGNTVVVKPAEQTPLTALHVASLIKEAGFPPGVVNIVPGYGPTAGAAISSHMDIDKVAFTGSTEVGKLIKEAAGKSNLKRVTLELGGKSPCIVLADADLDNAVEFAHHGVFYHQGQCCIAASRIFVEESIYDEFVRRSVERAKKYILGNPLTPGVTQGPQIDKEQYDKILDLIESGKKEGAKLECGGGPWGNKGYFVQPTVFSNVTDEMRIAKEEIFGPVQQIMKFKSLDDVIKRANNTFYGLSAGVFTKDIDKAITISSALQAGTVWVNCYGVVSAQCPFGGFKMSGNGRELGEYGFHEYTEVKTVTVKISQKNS
The depositor's hits bear a star; ? = inconclusive; . = not tested or not shown; [ ] = remark or other dose. Unless noted, calls follow the shape of the dose curve; as a rule, active = well fitted curve in the direction sought with a large enough effect; inconclusive = small, poorly fitted or top-dose-only effect, or another doubt; inactive = no such curve, though single readings can be large; an effect the other way counts as inactive or inconclusive. Potency is read from the fitted curve at half-maximal effect. Only part of the results is shown, so the mix of outcomes need not match the whole.

Start of the data: the first 10 compounds, ahead of the listing:
SMILES	GLA spleen mod	GAA spleen mod	Tau fluor cs	GAA glycogen mod	NPSR antag	GAA inh	Epigenetic reg	ALDH1A1 inh
O=C(NCC1CCCO1)c1ccc(COc2ccc(F)cc2)o1 (stereo unspecified)	1%	-7%	-9%	-2%	-13%[46.1 µM]	2%	-1.1%	10µM*
COc1ccccc1C1CC(=O)n2c(nc(-c3ccccc3)c2-c2ccccc2)S1 (stereo unspecified)	-7%	-14%	-11%	-4%	-50%	2%	-1.0%	?
Cn1c(Cn2c(=O)sc3ccccc32)nnc1SCC(=O)Nc1ccc(Cl)cc1	-10%	-4%	-1%	-5%	-2%[46.1 µM]	-11%	-1.9%	?
O=C(CCc1nnc(CCCc2ccccc2)o1)N1CCCCCC1	6%	-1%	-4%	18%	-9%	3%	7.0%	-5%
CSC1=NCCN1CCOc1ccccc1	-6%	-1%	-3%	-1%	26%	2%	2.7%	-7%
O=C(NCCc1ccccc1)C1CCC(CNS(=O)(=O)c2cccc3cccnc23)CC1 (stereo unspecified)	-3%	-6%	-10%	-6%	-28%	.	-1.0%	.
CCCC(=O)Nc1ccc(C(=O)NCc2ccccc2Cl)cc1	-3%	-6%	-11%	-1%	-13%[46.1 µM]	2%	-1.0%	2%
COCCNC(=O)CN(C)S(=O)(=O)c1ccc2c(c1)OCCO2	4%	2%	-15%	4%	-15%[46.1 µM]	-2%	-4.6%	3%
O=C(c1ccc(-c2ccccc2)c(F)c1)C1CCCN(C(=O)c2cncs2)C1 (stereo unspecified)	-24%	-17%	-18%	-5%	-11%	-37%[15.4 µM]	-1.5%	?
CC(=O)Nc1ccc(-c2csc(Nc3cc(C)ccn3)n2)cc1	0%	-3%	16µM*[quencher]	4%	-21%	-4%	1.3%	-11%

The whole of this part, from the first entry:
SMILES	GLA spleen mod	GAA spleen mod	Tau fluor cs	GAA glycogen mod	NPSR antag	GAA inh	Epigenetic reg	ALDH1A1 inh
O=C(NCC1CCCO1)c1ccc(COc2ccc(F)cc2)o1 (stereo unspecified)	1%	-7%	-9%	-2%	-13%[46.1 µM]	2%	-1.1%	10µM*
COc1ccccc1C1CC(=O)n2c(nc(-c3ccccc3)c2-c2ccccc2)S1 (stereo unspecified)	-7%	-14%	-11%	-4%	-50%	2%	-1.0%	?
Cn1c(Cn2c(=O)sc3ccccc32)nnc1SCC(=O)Nc1ccc(Cl)cc1	-10%	-4%	-1%	-5%	-2%[46.1 µM]	-11%	-1.9%	?
O=C(CCc1nnc(CCCc2ccccc2)o1)N1CCCCCC1	6%	-1%	-4%	18%	-9%	3%	7.0%	-5%
CSC1=NCCN1CCOc1ccccc1	-6%	-1%	-3%	-1%	26%	2%	2.7%	-7%
O=C(NCCc1ccccc1)C1CCC(CNS(=O)(=O)c2cccc3cccnc23)CC1 (stereo unspecified)	-3%	-6%	-10%	-6%	-28%	.	-1.0%	.
CCCC(=O)Nc1ccc(C(=O)NCc2ccccc2Cl)cc1	-3%	-6%	-11%	-1%	-13%[46.1 µM]	2%	-1.0%	2%
COCCNC(=O)CN(C)S(=O)(=O)c1ccc2c(c1)OCCO2	4%	2%	-15%	4%	-15%[46.1 µM]	-2%	-4.6%	3%
O=C(c1ccc(-c2ccccc2)c(F)c1)C1CCCN(C(=O)c2cncs2)C1 (stereo unspecified)	-24%	-17%	-18%	-5%	-11%	-37%[15.4 µM]	-1.5%	?
CC(=O)Nc1ccc(-c2csc(Nc3cc(C)ccn3)n2)cc1	0%	-3%	16µM*[quencher]	4%	-21%	-4%	1.3%	-11%
CC(NC(=O)c1ccncc1)C(c1cccs1)N1CCOCC1 (stereo unspecified)	9%	6%	-1%	3%	16%	1%	-1.0%	9%
COc1cccc(CNC(=S)Nc2cc(C)ccc2C)c1	13%	-1%	-6%	-5%	-41%	7%	5.6%	?
CC(=O)N1N=C(c2ccco2)CC1c1cc2cc(C)ccc2nc1Cl (stereo unspecified)	0%	5%	5%	-3%	33%	6%	2.1%	3%
CCCc1cc(=O)[nH]c(SCC)n1	-1%	-3%	7%	-3%	1%[46.1 µM]	6%	-0.5%	3%
Cc1ccc(S(=O)(=O)N(C)CC(=O)N/N=C/c2ccc(C)o2)cc1	5%	3%	-5%	-9%	0%	.	-1.0%	.
CCOC(=O)c1sc2nc(CC(=O)OC)nc(NCCN3CCOCC3)c2c1C	3%	-5%	3%	-3%	-13%[46.1 µM]	-8%	-13%	?
Nc1c(C(=O)OCC(=O)NCc2ccccc2)[nH]c(=O)[nH]c1=O	3%	2%	-2%	-3%	2%	.	-4.1%	.
Cc1ccc(C(=O)Nc2cc(C(F)(F)F)ccc2N2CCCCC2)cc1[N+](=O)[O-]	5%	-16%	?	-2%	-7%[46.1 µM]	-8%	4.3%	4%
OCc1nnc2c3ccccc3c(-c3ccccc3)nn12	2%	-5%	-2%	9%	-9%[46.1 µM]	1%	2.1%	0%
Cc1cc(C(=O)NC(CC(C)C)C(=O)O)cc(C)c1[N+](=O)[O-] (stereo unspecified)	4%	7%	-4%	2%	10%	-10%[15.4 µM]	1.2%	7.1µM*
COc1cc([N+](=O)[O-])ccc1NC(=O)C[n+]1ccccc1	7%	-7%	-2%	-4%	27%	-5%	0.0%	14µM*
O=C(NN1C(=O)C2C(c3ccccc3)C=CC(c3ccccc3)C2C1=O)c1cccc(Br)c1 (stereo unspecified)	-2%	0%	?	-9%	-46%	0%	0.0%	-2%
CCCCOc1ccc(S(=O)(=O)NCc2csc(C)n2)cc1	0%	-2%	1%	0%	0%[46.1 µM]	-6%	0.0%	8%
CC(=O)Nc1ccc(N2CCCC(C)C2)c([N+](=O)[O-])c1 (stereo unspecified)	6%	2%	-18%	-8%	-11%	1%	-5.1%	-2%
O=C(CCCn1c(=S)[nH]c2ccccc2c1=O)NC1CCCC1	4%	-9%	-5%	-4%	2%[46.1 µM]	-2%	-0.1%	?
COc1cc(-n2c(-c3ccccc3)n[nH]c2=S)c(OC)cc1Cl	3%	2%	-7%	10%	-16%	-2%	1.8%	?
COc1cccc(-n2nnnc2SCC(=O)NCCc2ccc(OC)c(OC)c2)c1	0%	1%	-20%	5%	-7%	2%	-0.1%	?
S=C(Nc1ccccc1)N1CCn2c(nc3ccccc32)C1	0%	3%	-5%	-8%	14%	-3%	5.4%	3%
NC(=O)c1nc(C2CCCCC2)nc2c1[nH]c(=O)n2-c1ccc(F)cc1	2%	4%	-3%	1%	14%[46.1 µM]	-3%[15.4 µM]	0.0%	-14%
CC(C)(C)NC(=O)CSc1nnc(C2CC2)n1Cc1ccccc1	7%	5%	2%	-10%	4%[46.1 µM]	?	-2.5%	6%
COCC1CCCN(Cc2cn[nH]c2-c2cc3ccccc3o2)C1 (stereo unspecified)	-9%	-10%	-6%	8%	10%	6%[15.4 µM]	1.7%	0%
O=c1cc(O)c(-c2ccccc2Cl)c(Cl)[nH]1	-7%	-10%	-8%	10%	-8%[46.1 µM]	-2%	0.0%	9%
O=C(OCC(=O)N1CCN(C(=O)c2ccco2)CC1)c1ccccc1O	-16%	0%	-4%	1%	0%[46.1 µM]	-3%	0.1%	-1%
CCOC(=O)C(=O)N/N=C/c1cccc(Br)c1	-2%	-1%	-2%	-2%	13%	.	0.1%	.
Cn1c(SC/C=C/c2ccccc2)nnc1-c1cccs1	2%	2%	-8%	-1%	0%	-4%	-1.0%	-11%
Cc1cc(C)nc(SCC(CSc2nc(C)cc(C)n2)C(=O)O)n1	-5%	-20%	0%	-6%	-8%	15%	-1.4%	4%
CC(C)C(NC(=O)C1CCC(C(C)(C)C)CC1)C(=O)NCc1cccnc1 (stereo unspecified)	0%	-2%	-9%	-3%	6%[46.1 µM]	-7%	0.0%	?
CCOCCCNC(=O)C(NC(=O)Cc1c[nH]c2ccccc12)c1ccc(OC)cc1 (stereo unspecified)	0%	6%	-3%	0%	14%	0%	3.0%	15%
CCOc1ccc2nc(Nc3nc(CSc4nnnn4-c4ccccc4)cc(=O)[nH]3)nc(C)c2c1	6%	5%	-8%	6%	0%[46.1 µM]	-1%	3.4%	-3%
CC(C)(C)c1ccc(C(=O)c2c[nH]c(C(=O)O)c2)cc1	4%	-2%	2%	28%	-7%	1%	-1.5%	0%
C[C@@H]1C[C@H](OC(=O)[C@@H](O)c2ccccc2)CC(C)(C)N1C	3%[29.1 µM]	8%[29.1 µM]	.	.	.	.	2.7%[16.9 µM]	5%[20.9 µM]
CC(=O)c1cccc(NC(=O)N2CCCC2C(=O)NCc2ccccc2)c1 (stereo unspecified)	-1%	-3%	8%	-6%	-2%[46.1 µM]	6%	2.9%	1%
O=C(NCCC1=CCCCC1)C1CCN(c2nnc(-n3cccc3)s2)CC1	4%	-3%	6%	1%	-19%[46.1 µM]	2%	-0.8%	?
NC(=O)CCn1nc(-c2ccc(Cl)cc2)c2ccccc2c1=O	4%	-2%	-14%	6%	-21%[46.1 µM]	-8%	-1.1%	2%
CCC1=NN2C(=N)/C(=C\c3cccn3-c3c(C)cccc3C)C(=O)N=C2S1	1%	1%	-7%	-8%	-22%	?	2.7%	-4%
CN(C)c1ccc(-c2nc(N3CCNCC3)c3ccccc3n2)cc1	12%	5%	?	.	.	.	9.1%	-15%
O=C(NCC1(c2ccccc2)CCCC1)c1ccc(Br)o1	-7%	1%	11%	-6%	-16%	7%	1.0%	?
